# Compound activity: PubChem, several laboratories
# LRH-1 inv ag: LRH-1 (NR5A2) inverse agonists, primary screen, cell-based, luminescence, HEK293T, StAR-luciferase reporter | Nuclear receptor subfamily 5 group A member 2 (Homo sapiens), O00482 | LRH-1 transfected, 24 h | inhibition, % at 3.6 µM | 360,000 compounds, 0.13% hits;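 active = inhibition above the mean inhibition of all tested compounds plus 3 SD, cut at about 73% in these data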;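 note: 0% = DMSO wells and 100% = reporter-only cells lacking LRH-1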
# NCOA3 inh: SRC3 coactivator transcriptional activity inhibitors, primary screen, cell-based, luminescence | Nuclear receptor coactivator 3 (Homo sapiens), Q9Y6Q9 | HEK293 GAL4-SRC3 luciferase reporter | inhibition, % at 3.6 µM | 360,000 compounds, 0.17% hits | AID 588352, 2011;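 active = inhibition above a per-campaign cutoff, the mean of all compounds plus 3 SD, cut at about 60% in these data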;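 note: 0% = DMSO-treated cells and 100% = gossypol-treated cells at 36 µM; higher means less SRC3-driven luciferase light from the GAL4 reporter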
# SRC1 inh: SRC1 coactivator transcriptional activity inhibitors, primary screen, cell-based, luminescence; Nuclear receptor coactivator 1 (Homo sapiens), Q15788; HEK293 GAL4-SRC1 luciferase reporter; inhibition, % at 3.6 µM; 360,000 compounds, 0.12% hits; AID 588354, 2011;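 active = inhibition above the campaign mean plus 3 SD, with each screening campaign given its own cutoff, cut at about 60% in these data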;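 note: 0% = DMSO treated cells and 100% = gossypol at 36 µM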
# SRC2 inh: inhibition of GAL4-SRC2 driven luciferase reporter, primary screen, SRC2 inhibitor project, cell-based, luminescence | HEK293 GAL4-SRC2 luciferase reporter | inhibition, % at 9 µM | 370,000 compounds, 0.17% hits | AID 651957, 2012;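 active = inhibition above the mean inhibition of all tested compounds plus 3 SD, set per campaign, cut at about 52% in these data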;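 note: 0% = DMSO treated cells and 100% = cells given Gossypol at 36 µM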
# NR2F2 inh: NR2F2 transcriptional activity inhibitors, primary screen, cell-based, luciferase reporter, HEK293T, luminescence | COUP transcription factor 2 (Homo sapiens), P24468 | HEK293T NGFI-A luciferase reporter | inhibition, % at 8.6 µM | 370,000 compounds, 0.7% hits | AID 686940, 2013;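 active = inhibition above a per-plate cutoff, mean inhibition of test wells between control levels plus 3 SD, cut at about 38% in these data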;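 note: cells cotransfected with COUP-TFII expression vector driving the NGFI-A reporter; 0% = median of COUP-TF2 test wells and 100% = reporter-only cells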
# Target sequence (P24468 whole entry, looked up): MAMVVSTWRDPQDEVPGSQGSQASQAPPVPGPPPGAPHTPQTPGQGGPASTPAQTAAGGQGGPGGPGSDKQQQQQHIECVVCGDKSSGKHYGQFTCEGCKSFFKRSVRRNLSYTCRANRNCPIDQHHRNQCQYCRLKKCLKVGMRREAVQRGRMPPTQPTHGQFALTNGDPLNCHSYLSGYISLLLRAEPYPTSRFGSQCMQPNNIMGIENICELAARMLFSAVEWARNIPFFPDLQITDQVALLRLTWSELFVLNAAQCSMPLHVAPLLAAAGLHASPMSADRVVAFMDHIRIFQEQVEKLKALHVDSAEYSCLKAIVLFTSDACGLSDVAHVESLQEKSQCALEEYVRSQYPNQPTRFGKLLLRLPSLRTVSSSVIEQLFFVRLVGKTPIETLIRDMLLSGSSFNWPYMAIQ
# MC4R ag barr: MC4R agonists recruiting beta-arrestin, primary screen, cell-based, luminescence, agonist arm of biased-ligand search | Melanocortin receptor 4 (Homo sapiens), P32245 | U2OS MC4R beta-arrestin complementation; percent of melanotan II response, DMSO zero | activation, % at 8.9 µM | 360,000 compounds, 0.98% hits | AID 540308, 2011;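 active = activation above a per-plate cutoff, the mean activation of sample wells on that plate plus 3 SD, cut at about 8% in these data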
# MC4R antagonist: MC4R antagonists of cAMP signaling, primary screen, cell-based, TR-FRET, antagonist arm of biased-ligand search. MC4R-expressing cells, MTII-stimulated cAMP, LANCE TR-FRET. inhibition, % at 6.5 µM. 360,000 compounds, 0.48% hits. Melanocortin receptor 4 (Homo sapiens), P32245;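 active = inhibition above its plate's cutoff, the mean of tested wells on that plate plus 3 SD, cut at about 29% in these data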;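 note: 0% = Melanotan II alone and 100% = Melanotan II plus saturating MCL0020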
#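 Material: human MC4R-expressing U2OS cells. Probe or stimulus: Melanotan II challenge. Dosing: 6.5 µM single dose. Times: 30-min compound, 1-h challenge, 1-h detection, room temperature. Technique: TR-FRET with Eu-cAMP and labeled anti-cAMP, 671 nm. Replication: singlicate.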
# NOD2-RIPK2 inh: NOD2-RIPK2 binding disruptors in cells, primary screen, fluorescence, CHO cells, BLA complementation. Receptor-interacting serine/threonine-protein kinase 2 (Homo sapiens), O43353. CCF4 ratio. inhibition, % at 4.98 µM. 360,000 compounds, 0.38% hits; in the data active = inhibition above about 21%;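 note: 0% = vehicle only and 100% = reference blocker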
# Target sequence (O43353 whole entry, looked up): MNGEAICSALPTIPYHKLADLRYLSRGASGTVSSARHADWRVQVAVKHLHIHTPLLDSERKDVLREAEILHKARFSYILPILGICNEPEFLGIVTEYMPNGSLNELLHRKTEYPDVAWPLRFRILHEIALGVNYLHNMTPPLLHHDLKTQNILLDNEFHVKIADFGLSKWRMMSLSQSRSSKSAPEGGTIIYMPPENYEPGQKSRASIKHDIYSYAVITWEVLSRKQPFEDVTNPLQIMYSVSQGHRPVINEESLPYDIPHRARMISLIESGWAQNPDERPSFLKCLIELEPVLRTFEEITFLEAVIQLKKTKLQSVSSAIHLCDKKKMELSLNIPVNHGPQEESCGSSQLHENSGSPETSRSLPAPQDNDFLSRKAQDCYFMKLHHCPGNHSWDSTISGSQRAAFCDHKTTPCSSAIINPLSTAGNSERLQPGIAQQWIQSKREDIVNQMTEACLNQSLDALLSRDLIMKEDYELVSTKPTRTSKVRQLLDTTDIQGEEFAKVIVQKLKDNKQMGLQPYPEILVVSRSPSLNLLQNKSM
# ABHD5 PLIN5 PPI: ABHD5-PLIN5 interaction inhibitors, primary screen, cell lysate, split luciferase complementation, luminescence | AID 602281, 2012 | 360,000 compounds, 0.78% hits | Split G. princeps luciferase complementation, 4 h | Perilipin-5 (Homo sapiens) + 1-acylglycerol-3-phosphate O-acyltransferase ABHD5 (Homo … | inhibition, % at 4 µM;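 active = inhibition above the mean inhibition across every tested compound plus 3 SD, cut at about 22% in these data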;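 note: 0% = DMSO only wells and the 100% control is not disclosed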
# TLR9-MyD88 inh: inhibitors of TLR9-MyD88 association in cells, primary screen, cell-based, CHO, BLA complementation, fluorescence. Toll-like receptor 9 (Homo sapiens) + Myeloid differentiation primary response protein …. CCF4 FRET ratio. inhibition, % at 4.98 µM. 340,000 compounds, 0.21% hits. AID 504734, 2011;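 active = inhibition above the mean over all tested compounds plus 3 SD, cut at about 21% in these data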;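 note: 0% = DMSO only wells and 100% = clavulanate BLA inhibitor control wells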
# EBV LMP1 NFkB: EBV LMP1-driven NF-kappaB luciferase reporter inhibitors, primary screen, cell-based, luminescence, single point; LMP1-induced NF-kappaB luciferase reporter cells; inhibition, % at 12.5 µM; 350,000 compounds, 0.69% hits; in the data active = inhibition above about 41%;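 note: 0% = neutral control wells and 100% = reference inhibitor control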
# Numbers without * were called inactive; . = no result given. These rows are one share of the data; count on the stated rates, not on these rows.
SMILES,LRH-1 inv ag,NCOA3 inh,SRC1 inh,SRC2 inh,NR2F2 inh,MC4R ag barr,MC4R antagonist,NOD2-RIPK2 inh,ABHD5 PLIN5 PPI,TLR9-MyD88 inh,EBV LMP1 NFkB
CCCCNCc1cccn1-c1ccccc1,5,-7,-3,-3,-6,-0.3,0,0,0,0,3
COC(=O)C1OCOC2C(C(=O)OC)OCOC12 (stereo not given),-7,0,-21,3,3,-1.4,8,-6,7,-8,0
CN(CCc1ccccc1)C(=O)c1cccc(NC(=O)Cc2cccc(NC(=O)C3CCCN(C(=O)C4CC4)C3)c2)c1 (stereo not given),-15,-13,4,-3,9,0.0,18,-5,-8,-10,7
CC(C)COP(=O)(OCC(C)C)C(Nc1ccccc1)c1ccc(F)cc1 (stereo not given),20,13,13,-53,-6,-1.1,10,9,3,-1,-6
O=S(=O)(NN=C1CCCCCCC1)c1ccccc1,-7,-2,-9,3,-17,-0.8,16,-4,3,4,6
CCN(C(=O)CN1c2ccccc2CC1C)c1c(N)n(Cc2ccccc2)c(=O)[nH]c1=O (stereo not given),11,3,-15,11,2,-2.4,-1,-2,-1,-8,-5
Cc1cccc2c(N=NC(=O)c3ccc(NS(=O)(=O)c4cccs4)cc3)c(O)[nH]c12,-10,-29,-40,-7,-14,-0.1,23,4,3,1,-1
CCOC(=O)N1CCN(C(=O)C2CCN(S(=O)(=O)N3CCC4(CC3)OCCO4)CC2)CC1,5,24,-9,8,2,0.1,3,-3,3,7,-2
CCCC(=O)Nc1ccc(Br)cn1,3,22,-8,0,-7,-2.2,1,-12,-1,12,-5
O=C(NNC(=O)C1C2C=CC(C2)C1C(=O)O)c1ccccc1O (stereo not given),3,-9,-17,-2,11,0.2,15,1,-8,-4,-1
COC(=O)c1nnn(Cc2ccccc2)c1N,5,6,-13,-30,6,-0.9,0,-9,-3,-4,-6
CC(Sc1ncnc2c1cnn2-c1ccccc1)C(=O)Nc1ccc(N2CCOCC2)cc1 (stereo not given),14,-1,-5,-13,-7,-0.6,9,-10,10,-11,-1
COc1cc(NC(=O)Cn2cnc(S(=O)(=O)N3CCCCC3)c2)cc(OC)c1OC,-1,30,16,2,4,-1.5,10,0,9,-2,2
O=C(Cn1c2ccc(F)cc2c2nc3n(c(=O)c21)CCS3)NCC1CCCO1 (stereo not given),12,8,-44,0,-4,1.2,2,2,-1,-8,-8
O=C(COC(=O)Cc1ccccc1[N+](=O)[O-])NNC(=O)c1ccc([N+](=O)[O-])cc1,19,-4,-17,13,3,-1.7,-3,0,6,-3,-13
COc1ccc(CCNC(=O)CCCN2C(=O)C(c3ccccc3)Oc3cccnc32)cc1OC (stereo not given),-7,3,-49,-5,11,-2.4,8,-8,1,1,6
O=S(=O)(c1ccccc1)c1nc(-c2ccc(F)cc2)oc1N1CCOCC1,10,18,13,15,-27,-1.2,-5,-9,2,3,-4
O=C(COc1cc2oc(=O)c3c(c2cc1Cl)CCCC3)NCC1CCC(C(=O)O)CC1 (stereo not given),-25,9,14,-7,-16,0.3,12,-2,3,-6,0
Cn1c(SCC(=O)NCC2CCCO2)nc2scc(-c3ccccc3)c2c1=O (stereo not given),-18,-8,2,0,17,0.3,1,-7,-7,-6,1
CC(Oc1ccc(Cl)cc1Cl)/C(N)=N/O (stereo not given),4,27,3,4,14,-0.6,13,-2,4,8,2
COc1cccc(/C=C/C(=O)OCC(=O)Nc2cccc(S(=O)(=O)N3CCOCC3)c2)c1OC,-3,5,2,-32,-13,-2.0,-4,0,-6,2,-8
CC(C)c1cc2c(c(O)c1O)[C@@]13CCCC(C)(C)C1CC2OC3=O (stereo not given in full),-9,-10,-7,-24,10,-2.5,-7,2,-3,-3,-15
COc1ccccc1CN(C(=O)CNC(=O)c1ccco1)C(C(=O)NCC1CCCO1)c1ccc(OC)c(OC)c1 (stereo not given),-17,-9,-5,-28,-2,0.8,3,-2,-17,4,-5
Cc1cc(C)cc(C(=O)NCC(=O)N2CCN(C(c3ccccc3)c3ccccc3)CC2)c1,11,0,-7,-4,16,-1.9,1,15,0,1,5
CC(C)C(=O)N1CCC(CN=CC2=C(O)CC(C)(C)CC2=O)CC1,-4,-2,-2,0,7,2.4,3,-23,0,-11,0
SMILES,LRH-1 inv ag,NCOA3 inh,SRC1 inh,SRC2 inh,NR2F2 inh,MC4R ag barr,MC4R antagonist,NOD2-RIPK2 inh,ABHD5 PLIN5 PPI,TLR9-MyD88 inh,EBV LMP1 NFkB
Clc1cc(Cl)c2nc(N3CCOCC3)sc2c1,-55,-44,-67,-65,-26,1.1,9,4,-1,-2,-25
O=C(COC(=O)/C=C/C(=O)N1CCN(c2ccccc2)CC1)NC(c1ccccc1)c1ccccc1,2,3,-5,-36,-14,-0.7,14,-1,6,-13,-8
C=CCNc1ncnc2c1ncn2[C@H]1CN(Cc2cccc3ccccc23)C[C@@H](CO)O1,2,-5,-14,-6,-9,-0.2,12,-3,-3,.,.
O=c1/c(=C\c2cc([N+](=O)[O-])cc([N+](=O)[O-])c2O)sc2nc3ccccc3n12,8,16,2,.,.,-0.7,4,-2,-6,-8,4
N/C(=N\OS(=O)(=O)c1cc(Cl)ccc1Cl)c1ccncc1,5,14,-25,-12,12,-1.0,3,-4,3,5,-2
CC1(C)CC2CC(C)(CN2C(=O)CCCN2C(=O)c3ccccc3C2=O)C1 (stereo not given),-5,3,-10,-1,-3,-0.3,13,4,3,1,1
COc1cccc(/C=C2/CCC(CN(C)C)C2=O)c1 (stereo not given),4,1,-8,27,1,-1.1,28,6,58*,2,-22
Cc1cccc(C)c1NC(=O)CNC(=O)c1ccc2c(c1)OCCO2,15,5,9,6,11,-0.2,2,-12,8,5,-6
O=C1CN(C(=O)COC(=O)/C=C/c2ccc(S(=O)(=O)N3CCOCC3)cc2)c2ccccc2N1,9,5,-2,9,18,-0.7,8,-5,-4,3,-1
CC(=O)N(NC(N)=O)C(C)CC(=O)C1C(C)C=CCC1(C)C (stereo not given),5,10,-53,7,2,-0.6,12,-5,-3,.,-10
c1csc(-c2nnc(COc3ccc4c(c3)OCO4)o2)c1,-42,-47,-30,-43,-53,-3.1,-4,-5,4,-8,-12
CC(=NCc1ccco1)c1c(C)[nH]n(-c2nc3ccccc3s2)c1=O,3,20,12,46,62*,2.7,6,3,10,3,20
O=C(Nc1ccccc1)[C@@H]1CCCN1S(=O)(=O)c1ccc(Cl)cc1,-20,8,5,-4,1,0.7,1,-8,-1,-2,-8
CCOc1ccc(NC(=S)N(Cc2ccc(N(C)C)cc2)Cc2ccco2)cc1,-18,21,2,.,.,-0.8,5,-7,-5,7,13
Cc1c(Cl)c([N+](=O)[O-])nn1CCCC(=O)N1CCN(c2ccccc2)CC1,-9,1,-1,-5,4,0.6,-3,0,-3,-5,-10
COCCN1Cc2cccc(C(=O)Nc3ccc(C)cc3)c2C1=O,-5,13,-20,-20,-1,-2.3,1,-2,3,3,-2
CC(C(=O)NCc1cccnc1)N1C(=O)c2ccccc2C1=O (stereo not given),-3,22,-13,4,-11,-1.0,2,-9,7,-1,5
O=C(CSc1ccccn1)Nc1cccc([N+](=O)[O-])c1,-16,-7,-19,-9,5,0.1,-3,-7,6,-7,-4
CC(NS(=O)(=O)c1cccc(S(=O)(=O)c2ccccc2)c1)C(=O)O (stereo not given),26,21,2,-3,20,0.1,7,-2,6,3,-1
CC1(C(=O)NS(=O)(=O)c2ccc(F)cc2F)CCN1C(=O)Cc1ccc(Cl)cc1Cl (stereo not given),6,6,-5,-7,-2,-1.4,7,-8,3,.,.
O=C(COC(=O)c1ccccn1)c1cccc(Br)c1,10,10,-51,-14,11,-3.0,2,-8,-3,5,-6
Cc1cc(NC(=O)COC(=O)CCS(=O)(=O)c2ccc(Cl)cc2)no1,-7,-10,-11,5,14,-1.4,20,-4,1,-5,-7
COc1cc(C(=O)N2CCCc3ccccc32)cc(OC)c1OC,23,8,-14,-2,1,-1.6,0,-3,1,5,-10
O=C(Nc1cc(-c2ccccc2)[nH]n1)c1ccccc1F,-138,-60,-81,-66,-86,-0.9,8,-1,1,.,.
COc1ccc(NC(=O)CCN2CCN(S(=O)(=O)c3cc(Cl)ccc3OC)CC2)cc1,1,8,-18,-13,18,0.7,-3,5,3,1,-1
SMILES,LRH-1 inv ag,NCOA3 inh,SRC1 inh,SRC2 inh,NR2F2 inh,MC4R ag barr,MC4R antagonist,NOD2-RIPK2 inh,ABHD5 PLIN5 PPI,TLR9-MyD88 inh,EBV LMP1 NFkB
Cc1cc(Br)c(NC(=O)CSc2n[nH]c(N)n2)c(Br)c1,-11,4,7,-4,-3,-3.3,8,4,-7,4,-2
CC(=O)c1cccc(NC(=O)COC(=O)c2ccc(S(C)(=O)=O)c([N+](=O)[O-])c2)c1,-4,0,-6,17,-3,-4.4,-17,-5,13,9,-48
COc1cc(C(=O)OC(C)CN2CCCC2)cc(OC)c1OC (stereo not given),-12,10,4,-5,-1,2.7,7,3,0,0,-15
CCCCCC(=O)Nc1nc(C)c(-c2csc(Nc3cc(OC)ccc3OC)n2)s1,19,-15,0,-45,-4,-1.9,3,-5,-16,-13,-19
COc1ccc(NC(=O)CNC(=O)c2ccco2)cc1S(=O)(=O)Nc1cc(C)ccc1Br,-24,2,-8,-16,1,-0.6,22,-7,2,-2,-10
CC(=O)Nc1ccc(Nc2ncnc3c2nnn3Cc2ccccc2Cl)cc1,-12,19,-1,17,-7,-0.1,3,10,7,3,5
CCOc1ccc(N2C(=O)CC(Sc3ncccn3)C2=O)cc1 (stereo not given),7,-6,-4,16,12,-1.5,4,-7,-2,7,1
O=C(O)CCNc1nc(-c2ccccc2)nc2ccccc12,9,15,0,7,7,-2.8,-3,-5,0,8,-5
CCC(CC)C(=O)N(C)c1c(C)nc2c(OCC(=O)N(C)C)cccn12,-17,-12,17,-36,-20,-0.6,1,1,-5,.,.
